Compound activity as filed in PubChem BioAssay.
HRas wt GTP bind – human HRas wildtype GTP binding, change in either direction; P01112; GST-Ras wt beads, Bodipy-FL-GTP binding, flow cytometry; actives lie on both sides; GTP binding activity, % at 10 µM; hit rate 0.14% among 190,000; AID 759;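 active = GTP binding activity at least 20% away from the 100% baseline, either lowered as inhibitor or raised as activator; inconclusive = flagged as likely green fluorescent, judged across all proteins in the well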;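 note: 0% = unlabeled GTP competition control and 100% = no-compound control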
Target sequence (P01112 whole entry, looked up): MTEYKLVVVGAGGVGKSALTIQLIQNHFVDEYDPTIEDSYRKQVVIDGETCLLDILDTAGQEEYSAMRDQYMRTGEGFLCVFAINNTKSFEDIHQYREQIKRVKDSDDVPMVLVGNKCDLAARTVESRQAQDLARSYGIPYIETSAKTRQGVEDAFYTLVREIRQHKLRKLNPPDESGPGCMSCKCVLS
Rab2 wt GTP – changes GTP binding to wildtype dog Rab2A, up or down; P61105; GST-Rab2 wt beads, Bodipy-GTP binding, flow cytometry; GTP binding activity, % at 10 µM; hit rate 0.19% among 190,000; AID 760;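 active = GTP binding activity at least 20 points away from 100%, either lowered or raised; inconclusive = signal likely due to the compound's own green fluorescence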;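 note: 0% = beads with excess unlabeled GTP and 100% = no-compound control corrected for plate trend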
Mcl1 Bid PPI – disrupts binding of human Mcl-1 to Bid peptide. Q07820. TR-FRET Mcl-1/Bid-Dy647 peptide binding, 1536-well. inhibition, % at 21.7 µM. hit rate 0.97% among 220,000. AID 1021;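 active = compounds that cut the binding signal by more than half at the single screening dose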;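 note: His-tagged Mcl-1 with europium anti-His antibody binding Bid BH3 peptide; 0% = Mcl-1 plus peptide wells and 100% = peptide-only wells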
Target sequence (Q07820 whole entry, looked up): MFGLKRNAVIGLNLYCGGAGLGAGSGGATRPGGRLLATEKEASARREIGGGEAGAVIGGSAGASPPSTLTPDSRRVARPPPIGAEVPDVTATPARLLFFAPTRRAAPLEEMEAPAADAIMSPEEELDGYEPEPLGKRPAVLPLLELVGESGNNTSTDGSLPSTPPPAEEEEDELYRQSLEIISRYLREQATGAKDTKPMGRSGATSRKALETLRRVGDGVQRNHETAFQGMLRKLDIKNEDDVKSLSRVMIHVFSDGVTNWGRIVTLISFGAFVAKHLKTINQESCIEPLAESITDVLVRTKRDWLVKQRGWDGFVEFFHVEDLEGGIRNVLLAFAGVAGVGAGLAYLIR
Pf gametocyte – P. falciparum stage V gametocyte viability inhibition; P. falciparum stage V gametocytes, ATP luminescence, 24 h; inhibition, % at 10.9 µM; hit rate 0.065% among 150,000;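 active = inhibition above the mean plus 3 SD of compounds within the control limits, set per campaign, cut at about 38% in these data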;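 note: 0% = DMSO wells and 100% = medium only without gametocytes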
Rab7 wt GTP bind – alters GTP binding to wildtype dog Rab7; GST-Rab7 beads, fluorescent GTP binding, flow cytometry; actives lie on both sides; untreated = 100%, excess cold GTP = 0%; GTP binding activity (percent of control), % at 10 µM; AID 758; hit rate 0.055% among 190,000;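 active = fluorescent GTP binding to Rab7 beads changed by at least 20 points from the 100% baseline, either direction, mostly lower; inconclusive = compound itself probably fluorescent, or too few beads counted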;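 note: median green fluorescence of bound Bodipy-FL-GTP per Rab7 bead population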
Mcl1 Noxa PPI – Mcl-1/Noxa interaction inhibition. TR-FRET Mcl-1/Noxa peptide binding, 2 h. inhibition, % at 21.7 µM. AID 1022. Q07820. hit rate 1.5% among 220,000;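 active = compounds that cut the protein-peptide binding signal by more than 50% relative to plate controls in a single-dose test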;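 note: His-tagged Mcl-1 with rhodamine Noxa BH3 peptide and terbium anti-His antibody; 0% = Mcl-1 plus Noxa peptide wells and 100% = peptide-only wells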
Cdc42 wt GTP – modulators (inhibitors or activators) of GTP binding to human Cdc42 wildtype; hit rate 0.2% among 190,000; percent activity (GTP binding), % at 10 µM; GST-Cdc42 beads, Bodipy-GTP binding, flow cytometry; actives lie on both sides; P60953; AID 761;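 active = percent activity GTP binding at least 20 points away from the 100% baseline, either down as inhibitor or up as activator; inconclusive = compound flagged as likely green fluorescent from well-wide comparison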;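 note: median bead fluorescence of bound Bodipy-FL-GTP at 100 nM; 0% = excess unlabeled GTP control and 100% = no compound control; below 100% means less GTP binding so inhibitor and above means activator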
Target sequence (P60953 whole entry, looked up): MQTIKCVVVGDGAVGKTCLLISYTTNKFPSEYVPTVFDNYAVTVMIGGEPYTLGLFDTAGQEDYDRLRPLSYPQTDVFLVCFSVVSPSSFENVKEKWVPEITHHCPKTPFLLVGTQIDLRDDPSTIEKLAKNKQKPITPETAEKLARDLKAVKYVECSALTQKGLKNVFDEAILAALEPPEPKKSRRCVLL
Avidin fluor – compound fluoresces at 488/530 nm on avidin beads. compound fluorescence 488/530 nm, flow cytometry; stronger effect = higher value. fluorescence (KMESF) at 10 µM. hit rate 0.38% among 220,000. AID 1775; in the data active = fluorescence above about 47; note: inactives centre near 10
Mcl-1 Bim block – disrupts Bim peptide binding to human Mcl-1. Q07820. Bead-based flow cytometry, Bim peptide-Mcl-1 binding. inhibition, % at 10 µM. hit rate 0.1% among 190,000; in the data active = inhibition above about 40%;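 note: 0% = no compound tracer wells and 100% = peptide blocker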
Rac1 act GTP bind – alters GTP binding to activated mutant human Rac1. P63000. GST-Rac1 activated beads, fluorescent GTP binding, flow cytometry; actives lie on both sides; 100% means binding = to untreated wells. percent activity (GTP binding), % at 10 µM. hit rate 0.11% among 190,000. AID 764;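 active = GTP binding at least 20 percentage points away from the 100% baseline, in either direction, so actives lie on both sides; inconclusive = Compound likely fluorescent itself, or too few beads counted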
Rac1 wt GTP bind – human Rac1 wildtype GTP binding, inhibitors and activators | P63000 | GST-Rac1 beads, fluorescent GTP binding, flow cytometry; actives lie on both sides; 0 = cold GTP competed, 100 = untreated | GTP binding activity (% of control), % at 10 µM | hit rate 0.27% among 190,000;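 active = GTP binding activity at least 20 points away from the 100% control level, either lower or higher; inconclusive = compound flagged as likely green fluorescent, judged across all proteins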
An asterisk follows results filed as active; ? = inconclusive; / = not tested or not shown.

#	canonical_smiles	HRas wt GTP bind	Rab2 wt GTP	Cdc42 wt GTP	Avidin fluor	Rac1 act GTP bind	Rab7 wt GTP bind	Rac1 wt GTP bind	Mcl1 Noxa PPI	Pf gametocyte	Mcl-1 Bim block	Mcl1 Bid PPI
1	CNc1oc(-c2ccccc2Cl)nc1P(=O)(c1ccccc1)c1ccccc1	99	98	100	9	99	100	103	7	7	-5	-24
2	O=C(Nc1cccc(Cl)c1)N1CCN(C/C=C/c2ccccc2)CC1	98	96	96	3	96	99	97	7	7	-1	-13
3	CCO[C@H]1OC(C(=O)N2CCN(Cc3ccc4c(c3)OCO4)CC2)=C[C@@H](c2ccc(Br)cc2)[C@@H]1CCCO	95	96	92	5	95	99	96	4	/	2	7
4	N/C(=N\NC(=O)c1ccccc1)c1cc2ccccc2oc1=O	93	94	98	25	94	101	93	-6	-17	3	-34
5	Cc1ccc(NC(=O)Nc2cccs2)c(Cl)c1	93	90	91	28	90	89	90	11	-8	-1	-10
6	CCOC(=O)c1sc(NC(=O)c2ccc(S(=O)(=O)N3CCCCCC3)cc2)nc1-c1ccccc1	96	95	100	10	90	96	100	-161	-2	-7	-21
7	COc1ccc(CN2C(=O)CC(Cc3ccc(C)cc3)C2=O)cc1OC (centres undefined)	99	100	105	3	98	98	102	6	2	-5	-12
8	N=c1cc(C2(O)CCCCC2)n2c(nc3ccccc32)s1	101	100	104	11	102	100	102	0	-6	2	98*
9	C=CCNC(=O)c1scc2c1CCCC2	96	97	97	10	96	96	93	5	-14	-2	-17
10	Cc1cc(C(=O)C(=O)N(C)C)c(C)n1-c1ccc([N+](=O)[O-])cc1	98	96	96	15	94	100	96	-2	/	-1	29
11	CCCCSc1nc(O)c(C2OC(=O)c3c2ccc(OC)c3OC)c(=O)n1-c1ccccc1 (centres undefined)	96	96	97	11	93	98	98	-6	/	0	-16
12	O=C(CN1C(=O)C2C3C=CC(C3)C2C1=O)N1CC=C(c2ccccc2)CC1 (centres undefined)	107	105	107	12	103	104	104	-7	9	-2	-15
13	Cc1c(N(C)C(=O)c2ccco2)c(=O)n(-c2ccccc2)n1C	100	97	102	10	97	95	101	-2	/	4	-14
14	CCC1(CC)N=C(c2ccccc2)C(=S)N1	98	99	97	13	95	97	99	18	-5	-6	-51
15	COC(=O)c1c(NC(=O)c2nn(C)cc2Cl)sc2c1CCCC2	100	101	102	31	98	98	105	1	-8	-4	7
16	Nc1ccc(N(CCO)CCO)cc1	99	98	96	8	97	102	100	35	-14	4	-29
17	O=C(N/N=C1/CCSC1)c1cccc([N+](=O)[O-])c1	99	98	97	12	97	101	103	18	-22	-2	-41
18	CC(NC(=O)C(=S)N1CCN(C)CC1)c1ccccc1 (centres undefined)	96	95	100	12	98	99	99	17	10	1	-25
19	O=S(=O)(c1ccccc1)N1CCSC1c1ccco1 (centres undefined)	97	93	97	16	95	93	94	10	-3	-3	-23
20	CC(=O)Nc1ccccc1C(=O)C(=O)Nc1cccc(C(=O)N2CC(C)CC(C)C2)c1 (centres undefined)	95	93	95	27	95	94	95	-4	-11	-21	-9
21	Cc1ccc(C(=O)Nc2cc(C(C)C)c(O)c(C(C)C)c2)cc1	100	99	99	7	102	99	106	12	/	-10	-40
22	Cc1ccc(OC(=O)CCC(=O)N2CCc3ccccc32)cc1	98	97	98	4	97	100	98	-4	/	9	-18
23	COc1cc(SC)ccc1C(=O)NCc1ccc(C)cc1	95	95	94	31	94	96	96	5	/	-6	-21
24	CC(=O)C1=C(O)C(=O)N(c2ccc(C)cc2)C1c1ccc([N+](=O)[O-])cc1 (centres undefined)	89	88	85	10	87	86	84	8	4	0	-26
25	CC1CCCCC1NC(=O)Cn1nnc2ccccc2c1=O (centres undefined)	96	97	95	12	95	93	97	-9	0	-2	-11
26	Cc1ccc(/C=N/Nc2ccc(Cl)c(C(=O)O)c2)s1	96	96	90	16	98	99	95	21	2	0	-74
27	O=C1CNC(=O)/C1=C/c1ccc(O)cc1	?	?	?	20	?	?	?	12	12	2	-8
28	COc1ccc(N(CC(=O)Nc2cc(C)ccc2C)S(=O)(=O)c2c(C)nn(C)c2C)cc1	100	100	99	4	98	99	103	5	/	0	-24
29	O=C(Cn1nnc(-c2ccccc2)n1)NNC(=O)c1ccc(Br)cc1	?	?	?	12	?	?	?	-5	-7	-4	-15
30	O=C(c1ccc(F)cc1)N1CCOCC1	93	93	94	6	91	97	95	-11	1	2	3
31	O=C(CCC(=O)c1ccc(Oc2ccccc2)cc1)Nc1cccc(Cl)c1	98	96	98	8	94	100	96	7	2	-9	98*
32	CC(=O)N1c2ccccc2NC2=C(C(=O)CCC2)C1c1ccc(F)cc1 (centres undefined)	99	98	102	9	99	97	99	-5	/	0	-26
33	COc1ccc(/C=C/C(O)=C(\C#N)c2nnc(N3CCOCC3)n2-c2ccccc2)cc1OC	94	94	92	11	95	94	99	9	2	1	10
34	CN(c1ccccc1)S(=O)(=O)c1cccc(NC(=O)CSc2ncc(C(F)(F)F)cc2Cl)c1	?	?	?	6	?	?	?	-15	0	-1	1
35	COC(=O)Oc1cncc(C(=O)O)c1	96	93	95	7	93	96	96	13	/	0	15
36	COc1ccc(C2=Nn3c(nnc3-c3ccc(OC)cc3)SC2)cc1	102	103	104	5	102	102	103	-3	5	-3	17
37	Cc1nnn(-c2nonc2N)c1C(=O)N/N=C/c1cccc2ccccc12	102	103	102	21	98	102	105	25	15	-4	24
38	C=CCn1c2ccccc2c2nnc(SC(CC)C(=O)Nc3sc4c(c3C#N)CCCC4)nc21 (centres undefined)	98	98	98	8	99	100	99	-9	-19	-3	-4
39	O=S(=O)(/C=C/c1ccccc1)Nc1ccc(N2CCOCC2)cc1	99	99	99	16	97	98	100	13	/	0	-43
40	CCOC(=O)/C(C#N)=N\Nc1ccc(S(=O)(=O)Nc2nc(C)cc(C)n2)cc1	103	99	99	2	100	100	104	20	-4	-3	-57
41	COc1ccccc1-c1nc(-c2ccccn2)no1	99	100	102	7	100	98	105	19	/	0	-6
42	CC1CN(c2nn3c(=O)c4ccccc4nc3c3ccccc23)CC(C)O1 (centres undefined)	?	?	?	7	?	?	?	-5	/	1	0
43	N#Cc1c2n(cnc1=O)CCCCC2	97	96	97	30	96	100	102	-9	-1	-3	5
44	COc1cc(OC)cc(C(=O)NN2CCCCC2)c1	98	96	102	13	101	98	108	7	23	-4	-13
45	CC(=O)NC1=NN(C(C)=O)C(C)(c2ccc(Cl)s2)S1 (centres undefined)	97	95	98	13	97	96	100	9	-15	-3	0
46	COc1ccc(Cn2ccc(=O)c(Cc3c(Cl)cccc3Cl)c2C)cc1	102	102	101	10	99	106	103	13	/	-4	-18
47	Cc1nnc(SCCC(=O)Nc2ccc(F)cc2)s1	103	103	104	7	101	99	102	-3	/	0	-5
48	O=C(Cc1ccc2c(c1)OCCO2)N1CCN(S(=O)(=O)c2cccc(C(F)(F)F)c2)CC1	98	96	99	24	97	99	98	9	-3	-5	-45
49	CCCCCCc1cc2cc(S(=O)(=O)c3ccc(F)c(Cl)c3)c(=O)oc2cc1O	94	96	97	7	95	96	95	14	3	4	18
50	O=C(CSc1ncc(-c2ccccc2)n1CC1CCCO1)N1CCCCC1 (centres undefined)	99	100	100	32	97	98	102	15	/	-7	5

The results go on:
#	canonical_smiles	HRas wt GTP bind	Rab2 wt GTP	Cdc42 wt GTP	Avidin fluor	Rac1 act GTP bind	Rab7 wt GTP bind	Rac1 wt GTP bind	Mcl1 Noxa PPI	Pf gametocyte	Mcl-1 Bim block	Mcl1 Bid PPI
51	Cc1cc(NN)nc(NS(=O)(=O)c2ccc(Cl)cc2)n1	94	98	95	7	93	103	95	-3	-10	-1	-19
52	COc1cc(Cl)c(S(=O)(=O)N2CCOCC2)cc1Cl	98	99	102	7	98	94	101	-10	/	1	5
53	Cc1ccc2c(c1)NCC(C(=O)NCc1ccccc1)O2 (centres undefined)	102	102	104	6	99	102	108	6	/	-6	-18
54	CCN1CCN(C(=O)CN(C)S(=O)(=O)c2ccc(Cl)cc2)CC1	99	99	101	10	97	100	97	-8	-1	-6	-3
55	Cc1ccc(CNc2ccc3c(c2)OCO3)cc1	103	100	102	10	99	100	102	25	/	6	-42
56	NC1=NC(=Nc2cccc(Cl)c2)c2ccccc21	107	106	105	5	102	110	108	-3	/	1	-20
57	Cc1ccc(Cn2ccc(-c3cnc(-c4ccccc4)s3)n2)cc1	100	98	99	9	97	99	101	1	-10	4	-1
58	COC(=O)c1cc(NC(=S)N2CCN(C(=O)C3CCCO3)CC2)cc(C(=O)OC)c1 (centres undefined)	97	97	98	6	100	96	102	-7	/	-3	-14
59	COc1ccc(C2/C(=C(/O)c3ccc(Cl)cc3)C(=O)C(=O)N2CCN2CCOCC2)c(OC)c1 (centres undefined)	101	103	104	8	100	105	101	-2	-17	-4	-11
